# Xi reactivation: X-chromosome reactivation activator. XiGFP mouse fibroblasts, % GFP-positive cells imaging, 3 d; cells co-treated with 5-aza-dC sensitizer; scaled so ellipticine positive control = 100%. activation, % at 7.58 µM. 0.055% of 360,000 active. AID 743238;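 active = mean normalized replicate activation at least 10% and every replicate at or above 10%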;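 note: 0% = median of on-plate neutral control wells and 100% = ellipticine 6 µM median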
#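 Assay system: SV40-immortalized XiGFP fibroblast cells, line 68-5-11; buffer or medium: DMEM plus 5-aza-dC sensitizer; compound: one concentration, pinned; timing: compounds 3 days, fix/stain 15 min at room temperature; benchmarks: positive control ellipticine, 6 µM final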
# RAD54 branch: inhibitors of human RAD54 branch migration | Q92698 | RAD54 Holliday junction branch migration, FAM/BHQ fluorescence | inhibition, % at 10.4 µM | 0.14% of 360,000 active | AID 602329;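 active = mean normalized replicate activity at least 40 and at least half of replicates scoring 40 or more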;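 note: 0% = median of neutral control wells and 100% = median of positive control wells; inhibitors cause a drop in the FAM fluorescence signal; in these data hits start at about 50%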
# Target sequence (Q92698 whole entry, looked up): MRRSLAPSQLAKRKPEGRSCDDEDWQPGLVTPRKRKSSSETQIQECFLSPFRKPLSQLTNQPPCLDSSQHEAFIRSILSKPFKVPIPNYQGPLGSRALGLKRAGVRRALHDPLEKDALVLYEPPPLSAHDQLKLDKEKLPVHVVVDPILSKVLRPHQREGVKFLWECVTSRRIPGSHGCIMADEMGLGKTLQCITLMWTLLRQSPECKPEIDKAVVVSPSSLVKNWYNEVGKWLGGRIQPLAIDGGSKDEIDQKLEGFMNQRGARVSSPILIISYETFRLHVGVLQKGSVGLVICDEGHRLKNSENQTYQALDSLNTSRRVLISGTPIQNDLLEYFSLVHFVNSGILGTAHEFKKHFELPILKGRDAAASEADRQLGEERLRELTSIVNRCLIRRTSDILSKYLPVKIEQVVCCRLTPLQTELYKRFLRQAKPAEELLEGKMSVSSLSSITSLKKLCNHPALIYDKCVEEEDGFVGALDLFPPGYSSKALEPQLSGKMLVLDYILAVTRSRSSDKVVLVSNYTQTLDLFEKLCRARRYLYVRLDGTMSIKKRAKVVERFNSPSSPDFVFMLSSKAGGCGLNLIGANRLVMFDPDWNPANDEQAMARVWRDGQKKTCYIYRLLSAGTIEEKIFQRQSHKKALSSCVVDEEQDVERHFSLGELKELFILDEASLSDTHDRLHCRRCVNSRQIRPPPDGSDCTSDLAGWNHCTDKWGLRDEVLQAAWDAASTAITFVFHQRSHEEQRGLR
# esBAF inh: blocks esBAF chromatin remodeling in mouse ES cells | reporter increase, % at 12.5 µM | Bmi1-luciferase knock-in reporter, 24 h; 100% = twice the neutral-well signal | 2% of 350,000 active; in the data active = activation above about 40%;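 note: 0% = median of the plate's neutral control wells and 100% = double that signal; a rise in the Bmi1 reporter signal indicates esBAF inhibition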
# RAD52 anneal inh: RAD52 (human) annealing inhibition | P43351 | recombinant RAD52 DNA annealing, FRET fluorescence | inhibition, % at 18.7 µM | 0.46% of 360,000 active;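 active = every replicate showing at least 50% inhibition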
# ARNT TACC3 PPI: disruptors of human ARNT/TACC3 interaction | AID 623870 | inhibition, % at 9.99 µM | Q9Y6A5 | AlphaScreen His-ARNT PAS-B/GST-TACC3 binding, luminescence; TACC3 fragment carries E629A point mutation | 0.66% of 390,000 active;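 active = mean inhibition of replicates at least 50% and at least half of replicates each reaching 50%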;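 note: 0% = complete ARNT plus TACC3 wells and 100% = ARNT alone without TACC3; many hits fall short of the cut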
# F508del corr: CFTR F508del correction in bronchial cells | 0.36% of 350,000 active | activity (quench increase), % at 7.58 µM | CFBE cells, YFP halide quenching; stimulated with forskolin plus potentiator P3; % fluorescence drop versus neutral controls;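 active = mean added fluorescence quench of at least 8% versus neutral control, with both replicates also reaching 8%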;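 note: cells transiently co-express mutant CFTR-F508del with the halide-sensitive YFP; corrector assay measuring rescue of mutant channel to the surface after 24 h compound exposure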
# INS-1E GSIS act: GLuc luminescence reporter in INS-1E cells, primary screen for activators of glucose-dependent secretion of insulin | INS-1E GLuc reporter insulin secretion, 2-3 h | activation, % at 16.6 µM | 0.61% of 370,000 active;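 active = lowest replicate activation of at least 40%, so every replicate reaches that level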;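 note: 0% = median of neutral control wells and 100% = median of IBMX positive control wells; some compounds called inactive have numbers as strong as hits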
# ERAP1 HTS inh: ERAP1 (human) enzyme inhibition. Q9NZ08. recombinant ERAP1, Leu-AMC fluorescence, 60 min. inhibition, % at 10.7 µM. 0.15% of 340,000 active;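 active = mean replicate inhibition of at least 30%, or all replicates individually reaching that 30% level; inactive = mean below 30% and not every replicate reaching it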;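 note: 0% = neutral control wells and 100% = L-leucinethiol positive control wells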
# An asterisk follows results filed as active; / = no result given.
# The opening 6 compounds, ahead of the listing:
# Short keys: A = Xi reactivation; B = RAD54 branch; C = esBAF inh; D = RAD52 anneal inh; E = ARNT TACC3 PPI; F = F508del corr; G = INS-1E GSIS act; H = ERAP1 HTS inh
1	CC(C)(C)c1ccc(C(=O)NCC(=O)OCC(=O)NC(=O)NC2CCCC2)cc1
  A: -0.1 | B: 3 | C: 5 | D: -11 | E: -3 | F: 0.2 | G: -39 | H: 2

2	COc1ccccc1NC(=O)/C=C1\NC(=O)CS1
  A: 0.2 | B: 3 | C: 6 | D: -8 | E: 10 | F: 1.5 | G: 12 | H: 0

3	CS(=O)(=O)N(CC(=O)Nc1cccnc1)c1ccc2c(c1)OCCO2
  A: / | B: 2 | C: 6 | D: -11 | E: -2 | F: -2.6 | G: 14 | H: 7

4	COC(=O)C[C@H]1CC[C@@H]2[C@@H](COc3ccc(NC(=O)Nc4cccc(C)c4)cc3C(=O)N2C)O1
  A: 0.0 | B: 1 | C: 4 | D: 12 | E: 1 | F: -0.3 | G: -9 | H: 1

5	CC(=O)c1cc(C#N)c(NCc2cc(-c3ccccc3)no2)nc1C
  A: 0.7 | B: 3 | C: 2 | D: -1 | E: 2 | F: -2.2 | G: 8 | H: 3

6	COc1cccc(S(=O)(=O)N[C@@H]2C=C[C@@H](CC(=O)NC3CCC3)O[C@H]2CO)c1
  A: 0.2 | B: 4 | C: -1 | D: 0 | E: -8 | F: 3.5 | G: -17 | H: 2

# Results, previewed entries included:
# Short keys: A = Xi reactivation; B = RAD54 branch; C = esBAF inh; D = RAD52 anneal inh; E = ARNT TACC3 PPI; F = F508del corr; G = INS-1E GSIS act; H = ERAP1 HTS inh
1	CC(C)(C)c1ccc(C(=O)NCC(=O)OCC(=O)NC(=O)NC2CCCC2)cc1
  A: -0.1 | B: 3 | C: 5 | D: -11 | E: -3 | F: 0.2 | G: -39 | H: 2

2	COc1ccccc1NC(=O)/C=C1\NC(=O)CS1
  A: 0.2 | B: 3 | C: 6 | D: -8 | E: 10 | F: 1.5 | G: 12 | H: 0

3	CS(=O)(=O)N(CC(=O)Nc1cccnc1)c1ccc2c(c1)OCCO2
  A: / | B: 2 | C: 6 | D: -11 | E: -2 | F: -2.6 | G: 14 | H: 7

4	COC(=O)C[C@H]1CC[C@@H]2[C@@H](COc3ccc(NC(=O)Nc4cccc(C)c4)cc3C(=O)N2C)O1
  A: 0.0 | B: 1 | C: 4 | D: 12 | E: 1 | F: -0.3 | G: -9 | H: 1

5	CC(=O)c1cc(C#N)c(NCc2cc(-c3ccccc3)no2)nc1C
  A: 0.7 | B: 3 | C: 2 | D: -1 | E: 2 | F: -2.2 | G: 8 | H: 3

6	COc1cccc(S(=O)(=O)N[C@@H]2C=C[C@@H](CC(=O)NC3CCC3)O[C@H]2CO)c1
  A: 0.2 | B: 4 | C: -1 | D: 0 | E: -8 | F: 3.5 | G: -17 | H: 2

7	O=C(NCCc1ccccc1)c1ccccc1C(=O)NCCc1ccccc1
  A: -0.1 | B: -1 | C: 23 | D: -6 | E: / | F: -0.9 | G: 5 | H: 1

8	CNC[C@H]1Oc2ccc(NC(=O)c3ccncc3)cc2C(=O)N([C@@H](C)CO)C[C@@H]1C
  A: -0.7 | B: -6 | C: 6 | D: -3 | E: / | F: -0.6 | G: 23 | H: 2

9	O=C(CSc1cccc[n+]1[O-])CSc1cccc[n+]1[O-]
  A: 0.1 | B: / | C: / | D: -10 | E: 2 | F: 1.9 | G: 10 | H: 0

10	Cc1ccc(Nc2n[nH]c(=S)s2)cc1
  A: 0.1 | B: -6 | C: 23 | D: -9 | E: / | F: 1.3 | G: 20 | H: -6

# 3 records picked at random from those above, as already listed:
# Short keys: A = Xi reactivation; B = RAD54 branch; C = esBAF inh; D = RAD52 anneal inh; E = ARNT TACC3 PPI; F = F508del corr; G = INS-1E GSIS act; H = ERAP1 HTS inh
2	COc1ccccc1NC(=O)/C=C1\NC(=O)CS1
  A: 0.2 | B: 3 | C: 6 | D: -8 | E: 10 | F: 1.5 | G: 12 | H: 0

6	COc1cccc(S(=O)(=O)N[C@@H]2C=C[C@@H](CC(=O)NC3CCC3)O[C@H]2CO)c1
  A: 0.2 | B: 4 | C: -1 | D: 0 | E: -8 | F: 3.5 | G: -17 | H: 2

8	CNC[C@H]1Oc2ccc(NC(=O)c3ccncc3)cc2C(=O)N([C@@H](C)CO)C[C@@H]1C
  A: -0.7 | B: -6 | C: 6 | D: -3 | E: / | F: -0.6 | G: 23 | H: 2

# Next entries:
# Short keys: A = Xi reactivation; B = RAD54 branch; C = esBAF inh; D = RAD52 anneal inh; E = ARNT TACC3 PPI; F = F508del corr; G = INS-1E GSIS act; H = ERAP1 HTS inh
11	N#Cc1ccsc1NC(=O)C1=COCCO1
  A: 0.0 | B: 11 | C: 19 | D: -47 | E: 9 | F: 4.0 | G: 4 | H: -3

12	Cc1ccc2c(c1)N(CC(=O)NCCCN1CC(C)CC(C)C1)C(=O)c1cccnc1O2 (stereo not given)
  A: 0.3 | B: -8 | C: -10 | D: -2 | E: / | F: -0.8 | G: 5 | H: -4

13	C/C(CC(=O)Nc1cc(Cl)ccc1C)=N\NC(N)=O
  A: -0.2 | B: -5 | C: / | D: -14 | E: -2 | F: -2.4 | G: 9 | H: /

14	CCCCN(C(=O)c1ccc(N(C)S(=O)(=O)c2ccc(C)cc2)cc1)c1c(N)n(CCC)c(=O)[nH]c1=O
  A: 0.0 | B: 5 | C: 2 | D: -3 | E: -8 | F: -0.7 | G: -18 | H: 1

15	Cc1ccc(C(=O)NCC(=O)N2CCCCCC2)cc1
  A: 0.2 | B: -4 | C: 27 | D: -7 | E: 3 | F: -1.0 | G: 9 | H: 2

16	CO[C@H]1CN(C)C(=O)c2cc(NC(=O)Nc3ccc(Cl)cc3)ccc2OC[C@@H](C)N(C)C[C@H]1C
  A: 0.1 | B: -1 | C: 2 | D: -3 | E: 2 | F: 0.3 | G: -3 | H: -1

17	CCOc1ccc(-c2c(C)sc3nc[nH]c(=O)c23)cc1
  A: -0.1 | B: -14 | C: 9 | D: -21 | E: -11 | F: 1.9 | G: -5 | H: -1

18	Cc1ccnc2c(N3C(=O)C4C5C=CC(C5)C4C3=O)cccc12 (stereo not given)
  A: / | B: -2 | C: 3 | D: / | E: -1 | F: / | G: 3 | H: /

19	Cc1noc(C)c1S(=O)(=O)N(C)C[C@@H]1OCCCC[C@@H](C)Oc2ccc(NC(=O)NC(C)C)cc2C(=O)N([C@H](C)CO)C[C@@H]1C
  A: 0.3 | B: -1 | C: -3 | D: 6 | E: -2 | F: -2.2 | G: 6 | H: 7

20	Cc1ccc(C(=O)Nc2cccc(C(=O)N3CCOCC3)c2)cc1Cl
  A: 0.0 | B: -7 | C: / | D: -14 | E: -13 | F: 3.4 | G: 15 | H: 3

# Going on with the list.
# Short keys: A = Xi reactivation; B = RAD54 branch; C = esBAF inh; D = RAD52 anneal inh; E = ARNT TACC3 PPI; F = F508del corr; G = INS-1E GSIS act; H = ERAP1 HTS inh
21	CCN(CC)S(=O)(=O)c1ccc(S(=O)(=O)N2CCC(N3CCCCC3)CC2)cc1
  A: 0.4 | B: 7 | C: -3 | D: -6 | E: 1 | F: -1.5 | G: 2 | H: -3

22	O=C(C[C@@H]1CC[C@@H]2[C@H](COC[C@@H](O)CN2S(=O)(=O)c2cccc(Cl)c2)O1)Nc1ccccc1
  A: 0.1 | B: -1 | C: 6 | D: 17 | E: -7 | F: -3.3 | G: -10 | H: -4

23	Cc1ccc(OCCOc2ccc(S(=O)(=O)N3CCCC3)cc2C(N)=O)cc1
  A: 0.2 | B: 0 | C: -4 | D: -12 | E: -16 | F: 3.3 | G: 12 | H: -1

24	O=C1CSC(c2cccc(F)c2)N1c1ccccc1 (stereo not given)
  A: -0.1 | B: -10 | C: -4 | D: -16 | E: -6 | F: -1.3 | G: 0 | H: 0

25	O=C1CCCC2=C1C(c1cccs1)CC(=O)N2c1ccc(F)cc1 (stereo not given)
  A: 0.0 | B: 0 | C: -2 | D: -18 | E: -13 | F: 0.9 | G: / | H: 0

26	COc1ccc(C(=O)NC(C)Cc2cnccn2)cc1OC1CCN(C(C)C)CC1 (stereo not given)
  A: 0.2 | B: 5 | C: -8 | D: -44 | E: 3 | F: -4.1 | G: 12 | H: -1

27	COCC(=O)N1C[C@@H]2[C@H](c3ccccc31)[C@H](CO)N2C(=O)C1CC1
  A: 0.0 | B: -4 | C: -2 | D: -19 | E: -4 | F: -1.3 | G: 7 | H: 0

28	O=C(Nc1ccnn1C1CCN(Cc2c(F)cccc2Cl)CC1)C1CCCC1
  A: 0.1 | B: 4 | C: -3 | D: -7 | E: -3 | F: -1.1 | G: -4 | H: -5

29	COCc1nnc(NC(=O)C2CC(=O)N(c3ccc(C)c(Cl)c3)C2)s1 (stereo not given)
  A: 0.3 | B: / | C: / | D: -17 | E: -1 | F: 5.8 | G: 1 | H: -7

30	O=C(c1cc2cc([N+](=O)[O-])ccc2s1)N1CCOCC1
  A: 0.0 | B: / | C: 11 | D: 2 | E: -1 | F: 1.3 | G: 10 | H: 0

31	COCCCN(Cc1ccco1)C(=O)Cn1ncc2c([nH]c3ccccc32)c1=O
  A: 0.1 | B: -6 | C: 0 | D: -37 | E: 2 | F: 4.5 | G: -3 | H: 2
